Assay outcomes from PubChem.
Tb PGK inh – T. brucei PGK inhibition; P07378; PGK/GAPDH coupled, Kinase-Glo luminescence, 60 min; Potency, µM (series often up to 57.5 µM), without a hit: top-dose activity change, negative = inhibition, actives largely listed as inhibitors; 0.043% of 380,000 active; AID 602233; further: nearly all actives have a fitted effect of over 60% in size
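Luminescent ATP detection (Kinase-Glo Plus) follows a 60-minute room-temperature incubation, with wells lacking PGK as controls. Buffer: 100 mM TEA (pH 7.6), 5 mM MgCl2, 0.01% Tween-20. Coupling enzyme GAPDH (100 nM final) supplies unstable 1,3-BPG in-well.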
GLS inhibitor – glutaminase GLS (human) inhibition; GLS enzymatic activity, qHTS titration; 0.21% of 410,000 active; Potency, µM (top dose mostly 45.5 µM), for inactives: at the top dose activity change, negative = inhibition, hits mostly inhibitors
Target sequence (O94925 whole entry, looked up): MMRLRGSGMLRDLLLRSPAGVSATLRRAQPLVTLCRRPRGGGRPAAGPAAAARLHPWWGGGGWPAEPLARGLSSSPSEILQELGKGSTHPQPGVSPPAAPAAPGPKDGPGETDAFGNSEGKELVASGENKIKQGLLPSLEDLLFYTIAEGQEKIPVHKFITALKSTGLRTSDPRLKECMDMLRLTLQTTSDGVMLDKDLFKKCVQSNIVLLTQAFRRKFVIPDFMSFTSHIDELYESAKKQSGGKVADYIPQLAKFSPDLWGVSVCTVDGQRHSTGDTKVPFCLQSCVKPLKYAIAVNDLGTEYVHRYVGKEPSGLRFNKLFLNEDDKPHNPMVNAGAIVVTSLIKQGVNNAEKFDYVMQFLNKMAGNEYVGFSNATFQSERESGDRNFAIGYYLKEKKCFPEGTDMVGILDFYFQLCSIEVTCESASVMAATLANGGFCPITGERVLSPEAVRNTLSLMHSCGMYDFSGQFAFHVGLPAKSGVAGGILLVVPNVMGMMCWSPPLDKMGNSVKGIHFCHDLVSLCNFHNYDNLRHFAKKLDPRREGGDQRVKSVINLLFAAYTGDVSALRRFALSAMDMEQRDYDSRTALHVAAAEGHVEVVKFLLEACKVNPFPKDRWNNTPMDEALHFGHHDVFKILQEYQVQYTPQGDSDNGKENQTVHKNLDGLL
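Enzyme dispensed in phosphate buffer (45 mM, pH 8.2, 0.02% Tween-20), compounds pinned in, then 1 mM L-glutamine solution and the glutamate oxidase–HRP–Amplex Red mix added; fluorescence read immediately and again after 30 min at room temperature.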
Active calls of the source: *; i = inactive; [ ] = another dose, or the depositor's remark. The call rests on the fitted dose curve; in most records, active means well fitted curve in the direction sought with a large enough effect; inconclusive means small, poorly fitted or top-dose-only effect, or another doubt; inactive means no such curve, though single readings can be large; an effect the other way counts as inactive or inconclusive. On the % scale 0 is the no-effect control and ±100 the full control effect; potency means the concentration at half of the fitted maximal effect. Some of the compounds tested; the hit share may differ from the screen's.

Value order: GLS inhibitor	Tb PGK inh
C[C@H](CO)N1C[C@H](C)[C@H](CN(C)S(=O)(=O)c2cccc(F)c2)Oc2cc(Br)ccc2S1(=O)=O
→ -0.4%	-3.6%
CC(C)C1C(=O)N(Cc2cn(CCC3OCCO3)nn2)CCS(=O)(=O)N1Cc1ccc(-c2ccc(Cl)cc2)cc1 (configuration not stated)
→ 2.3%	-4.1%
CC1CN(C(=O)CSc2nc(N)c(NC(=O)c3ccc(C(F)(F)F)cc3)c(=O)[nH]2)CC(C)O1 (configuration not stated)
→ 15.4%	5.9%
COCn1ccnc1C(=O)c1ccco1
→ -3.2%	-0.7%
O=[N+]([O-])c1cccc(CON=Cc2ccccc2O)c1
→ 1.3%	-1.0%
Cc1nn(CC(C)C)c(Cl)c1C(=O)N(C)CC(=O)Nc1ccc(Cl)cc1
→ -1.4%	i
Oc1ccc(CCc2ccccn2)cc1
→ 8.5%	-4.0%
COc1ccc(-c2cc3nc(-c4ccccc4)cc(N4CCN(C(=O)c5ccoc5)CC4)n3n2)cc1
→ 0.9%	-6.3%
CCc1nn(CCCC(=O)NC2CCCCC2C)c(=O)c2cc3occc3n12 (configuration not stated)
→ -2.3%	-1.7%
COc1ccc(S(=O)(=O)N(C)[C@H]2C[C@H]3c4cc(Oc5ccccc5C)ccc4CCN3C(=O)[C@H]2[C@H](C)O)cc1
→ -5.4%	i
COc1ccccc1S(=O)(=O)N(C)C[C@@H]1OCc2cn(nn2)CCCC(=O)N([C@@H](C)CO)C[C@H]1C
→ -0.4%	2.6%
Cc1cc(C)n2nc(C(=O)OCC(=O)NC3CCS(=O)(=O)C3)nc2n1 (configuration not stated)
→ 0.0%	10.7%
CC(=O)Nc1ccc(S(=O)(=O)NCCC(=O)NCc2ccco2)cc1
→ -0.6%	-1.7%
Cn1c(=NN=Cc2ccccc2OCCO)sc2ccccc21
→ -4.3%	-2.3%
CCCCn1c(N)c(N(CCC(C)C)C(=O)c2c(CC)noc2C)c(=O)[nH]c1=O
→ 13.0%	0.6%

Grouped by structure, the entries above containing an aryl methoxy group.
Value order: GLS inhibitor	Tb PGK inh
COc1ccc(-c2cc3nc(-c4ccccc4)cc(N4CCN(C(=O)c5ccoc5)CC4)n3n2)cc1
→ 0.9%	-6.3%
COc1ccc(S(=O)(=O)N(C)[C@H]2C[C@H]3c4cc(Oc5ccccc5C)ccc4CCN3C(=O)[C@H]2[C@H](C)O)cc1
→ -5.4%	i
COc1ccccc1S(=O)(=O)N(C)C[C@@H]1OCc2cn(nn2)CCCC(=O)N([C@@H](C)CO)C[C@H]1C
→ -0.4%	2.6%

New compounds follow:
Value order: GLS inhibitor	Tb PGK inh
COCCNC(=S)N1CCC2CC1c1c(Cl)cccc12 (configuration not stated)
→ -7.9%	-0.8%
C[C@@H]1CN([C@H](C)CO)C(=O)CCCn2cc(nn2)CO[C@H]1CN(C)C(=O)Nc1ccc(F)cc1
→ 2.7%	-4.8%
COC(=O)[C@H]1C[C@@]2(O)CN(S(=O)(=O)c3ccc(C)cc3)C[C@@]2(OC(=O)NC2CCCC2)C[C@H]1C(=O)OC
→ -3.0%	0.2%
CN1CCn2cnc(C(=O)NCCCCCNC(=O)OC(C)(C)C)c2C1=O
→ -0.7%	-1.5%
Cc1c(C)c2cc(Cl)c(OCC(=O)Nc3ccccn3)cc2oc1=O
→ -16.0%	-5.2%
O=C(NCCc1ccc(F)cc1)C1CCC(=O)N(CC2CCCCC2)C1 (configuration not stated)
→ -0.5%	-7.2%
Cc1ccc(C)c(-n2nnc3ccccc3c2=O)c1
→ -7.5%	i
CC1=C(C(=O)N(C)C)CC(CC(=O)NC2CC2)C(=O)N1Cc1ccccc1 (configuration not stated)
→ 1.8%	5.4%
Cc1ccc([C@H]2N[C@]3(CCCN(Cc4ccc(Br)cc4)C3=O)[C@H]3C(=O)N(Cc4ccccc4)C(=O)[C@@H]23)cc1
→ 10.9%	-5.2%
CCOC(=O)Nc1ccc2nc(-c3cscn3)[nH]c2c1
→ 0.8%	-2.8%
O=C1CSC(=S)N1N=Cc1ccc(OCc2ccccc2)cc1
→ 17.9%	-4.2%
Nc1ncnc2nc(-c3ccccc3)[nH]c12
→ -0.2%	-1.7%
C[C@@H]1CN([C@H](C)CO)C(=O)CCCn2nncc2CO[C@H]1CN(C)S(=O)(=O)c1ccccc1
→ -7.2%	3.5%
Cc1ccc(-c2nc3c4ccccc4ccn3c2Cc2ccccc2)cc1
→ -0.9%	-4.8%
O=C(O)c1ccccc1C(=O)OC1CC2CCC1C2 (configuration not stated)
→ -0.9%	12.9%

Next entries:
Value order: GLS inhibitor	Tb PGK inh
COc1ccc(-c2ccc(CN3C(C(C)C)C(=O)N(Cc4cn(Cc5ccco5)nn4)CCS3(=O)=O)cc2)cn1 (configuration not stated)
→ -5.8%	0.2%
CCOc1ccc(NC(=O)c2ccc(F)c(S(=O)(=O)N3CCCC3)c2)cc1
→ -12.7%	-7.1%
CC1=C(C(=O)N2CCOCC2)CC(CC(=O)NCCN2CCOCC2)C(=O)N1CCC1=CCCCC1 (configuration not stated)
→ -7.4%	-9.6%
CC(=O)c1ccc(Nc2nc(-c3sc(C)nc3C)cs2)cc1
→ 9.0%	7.4%
CCOC(=O)Nc1ccc2c(c1)N(C(=O)CN(C)C)c1ccccc1S2
→ -5.4%	i
Nc1cc(C(=O)N2CCN(c3cccc(Cl)c3)CC2)ccc1N1CC2CC(C1)c1cccc(=O)n1C2 (configuration not stated)
→ 21.1%	-9.7%
C[C@H](O)C#Cc1cnc2c(c1)C(=O)N([C@H](C)CO)C[C@@H](C)[C@@H](CN(C)Cc1ccc(-c3ccccc3)cc1)O2
→ 0.5%	-5.1%
CC(C)Cn1c(SCC(=O)NC2CC2)nc2ccc(Cl)cc2c1=O
→ 1.2%	-7.6%
Cc1cc(C)cc(NC(=O)C2CCCCN2S(=O)(=O)c2ccccc2)c1 (configuration not stated)
→ -5.3%	-1.9%
C[C@@H]1CN([C@@H](C)CO)C(=O)c2cc(Br)cnc2O[C@H]1CN(C)C(=O)C1CCCCC1
→ 2.4%	i
Cc1ccccc1CN(C)C[C@H]1OCc2cnnn2CCCC(=O)N([C@@H](C)CO)C[C@@H]1C
→ -1.3%	-7.7%
O=C1NC(Cc2ccc(O)cc2)c2nc3ccc(Br)cc3c(=O)n2-c2ncccc21 (configuration not stated)
→ 17.9%	-5.3%
Cc1ccc(S(=O)(=O)N2CCCCC2)cc1NC(=O)CN1CCCC1c1cccs1 (configuration not stated)
→ -9.9%	i
COc1cccc(S(=O)(=O)N(C)C[C@@H]2OCc3cnnn3CCCC(=O)N([C@H](C)CO)C[C@H]2C)c1
→ -6.3%	-5.3%
CN1C(=O)CCS(=O)(=O)C1c1ccc(Cl)c(Cl)c1 (configuration not stated)
→ -3.4%	4.9%

(list continues)
Value order: GLS inhibitor	Tb PGK inh
C[C@H]1CN([C@@H](C)CO)C(=O)c2cc(Br)cnc2O[C@H]1CN(C)Cc1ccc(Oc2ccccc2)cc1
→ 11.0%	5.3%
CCCn1c(SCC(=O)N(C)C2CCCCC2)n[nH]c1=O
→ -4.8%	-2.1%
COc1cc(NS(=O)(=O)c2ccc(C)cc2)c2c(c1N)C(=O)c1ccccc1C2=O
→ -6.8%	-8.8%
COc1ccc(S(=O)(=O)N2CCCCCC2)cc1C(=O)N1CCN(C(C)=O)CC1
→ -2.5%	-8.5%
COc1ccc(C#Cc2cnc3c(c2)C(=O)N([C@@H](C)CO)C[C@@H](C)[C@@H](CN(C)CC2CCOCC2)O3)cc1
→ 0.1%	-6.4%
COc1ccccc1C(=O)C1CCCN(C(=O)c2ccc(Cl)cc2)C1 (configuration not stated)
→ -5.2%	-0.4%
COc1ccc(C(O)c2cnc(C)n2Cc2ccccc2)cc1 (configuration not stated)
→ 1.9%	i
O=C(Nc1ccn(CCCN2CCN(Cc3cccc4ccccc34)CC2)c(=O)n1)OCc1ccccc1
→ -4.4%	i
COc1cccc(NC(=O)N(C)C[C@H]2Oc3ncc(Br)cc3C(=O)N([C@H](C)CO)C[C@H]2C)c1
→ 2.8%	1.4%
O=C(NC(Cc1ccccc1)C(=O)N1CCN(c2ccc(F)cc2)CC1)c1ccccc1 (configuration not stated)
→ 10.7%	-2.1%
Cc1csc(SCC(=O)Nc2ccc(CC#N)cc2)n1
→ 1.1%	-0.8%
C[C@@H]1CN([C@@H](C)CO)C(=O)c2cc(NC(=O)Nc3ccccc3)ccc2O[C@@H](C)CCCCO[C@H]1CN(C)C(=O)Nc1ccc(C(F)(F)F)cc1
→ -1.7%	-11.6%
C#CCN(C[C@H]1[C@H](OC(=O)Nc2cccs2)[C@H](OC(=O)Nc2cccs2)C[C@H]2C(=O)N(c3ccccc3)C(=O)[C@@H]12)S(=O)(=O)c1ccc(C)cc1
→ 3.0%	-7.1%
COc1ccc(CN(C)C[C@@H]2OCCCC[C@@H](C)Oc3ccc(N(C)C)cc3C(=O)N([C@H](C)CO)C[C@@H]2C)cc1
→ 30.4%[activator]	-5.0%
CCCCN1CC(C)(C)[C@H](CC(=O)NC)C1=O
→ -1.2%	8.2%

No new results follow: an excerpt of the list.
Value order: GLS inhibitor	Tb PGK inh
C#CCN(C[C@H]1[C@H](OC(=O)Nc2cccs2)[C@H](OC(=O)Nc2cccs2)C[C@H]2C(=O)N(c3ccccc3)C(=O)[C@@H]12)S(=O)(=O)c1ccc(C)cc1
→ 3.0%	-7.1%
COc1ccc(CN(C)C[C@@H]2OCCCC[C@@H](C)Oc3ccc(N(C)C)cc3C(=O)N([C@H](C)CO)C[C@@H]2C)cc1
→ 30.4%[activator]	-5.0%
CCCCN1CC(C)(C)[C@H](CC(=O)NC)C1=O
→ -1.2%	8.2%

Further entries follow.
Value order: GLS inhibitor	Tb PGK inh
CC(C)C1C(=O)N(Cc2cn(Cc3ccco3)nn2)CCS(=O)(=O)N1Cc1ccc(-c2ccc(Cl)cc2)cc1 (configuration not stated)
→ -2.0%	5.9%
C[C@@H]1ON(C)[C@H]2C[C@H]3c4[nH]c5ccc(-c6ccc7c(c6)OCO7)cc5c4CCN3C(=O)[C@@H]12
→ 10.4%	-3.5%
COc1ccc(CN(C)C(=O)CNC(=O)c2sc3ccccc3c2Cl)c(OC)c1
→ 2.1%	-8.0%
C[C@H]1CN([C@@H](C)CO)S(=O)(=O)c2ccc(Br)cc2O[C@@H]1CN(C)Cc1ccccc1
→ -4.8%	-9.4%
CCc1ccccc1NC(=O)C1CCN(S(=O)(=O)c2ccc(N3CCCC3=O)cc2)CC1
→ -3.6%	-7.2%
C[C@@H]1CCCCO[C@@H](CN(C)S(=O)(=O)c2ccccc2)[C@@H](C)CN([C@H](C)CO)C(=O)c2cc(NS(=O)(=O)c3ccc(F)cc3)ccc2O1
→ 0.1%	-3.5%
COc1ccc(/C=C(/NC(=O)c2ccco2)C(=O)NCc2ccco2)cc1
→ 6.8%	5.3%
CCc1ccc(N2CC(C(=O)N(CC)CC(=O)Nc3c(F)cccc3F)CC2=O)cc1 (configuration not stated)
→ 0.1%	-3.6%
COc1ccc(OC)c2c1C(=O)CC2C (configuration not stated)
→ 2.4%	-1.1%
COc1ccc(S(=O)(=O)N2CCCC2CNC(=O)C(=O)NC2CCCC2)cc1 (configuration not stated)
→ -5.5%	-8.4%
CCc1sc(C(=O)N(CCOC)c2c(N)n(Cc3ccccc3)c(=O)[nH]c2=O)cc1C
→ 0.0%	i
Cc1cc(SCC(=O)N2c3ccccc3NC(=O)CC2C)nc2ccccc12 (configuration not stated)
→ 0.3%	-3.2%
COc1cc2c(=O)n(C)c3ccccc3c2cc1OC
→ -1.2%	i
CC(=O)Nc1ccc(S(=O)(=O)CC(=O)CS(=O)(=O)c2ccc(NC(C)=O)cc2)cc1
→ -16.4%	-3.1%
COc1ccc(/C=C/C(=O)Nc2ccc(C(C)=O)cc2)cc1S(=O)(=O)N1CCOCC1
→ -7.0%	-3.4%

Remaining list, next part.
Value order: GLS inhibitor	Tb PGK inh
Cc1ccccc1C(=O)NCC(=O)OCC(=O)NNC(=O)c1ccccc1F
→ -2.2%	-6.6%
O=C(CC1CC2CCC1C2)N1CCN(S(=O)(=O)c2ccc(F)cc2)CC1 (configuration not stated)
→ 1.8%	-8.4%
COc1ccc([C@H]2N[C@]3(CCCN(Cc4ccc(F)cc4)C3=O)[C@H]3C(=O)N(Cc4ccccc4)C(=O)[C@@H]23)cc1
→ 9.7%	4.9%
CCCNC(=O)N(C)C[C@H]1Oc2ncc(C#CCc3ccccc3)cc2C(=O)N([C@H](C)CO)C[C@H]1C
→ -2.6%	-0.3%
CCCCCCNC(=O)OC12CN(C(=O)OC(C)C)N(C(=O)OC(C)C)CC1(O)CN(S(=O)(=O)c1ccc(C)cc1)C2 (configuration not stated)
→ -5.8%	-6.8%
CCCCn1nc(C(=O)NC2CCCCC2)c2ccccc2c1=O
→ -0.7%	-7.8%
Cc1cc(C(=O)CCC(=O)Nc2ccc(C(N)=O)cc2)c(C)s1
→ -4.3%	-4.2%
COc1ccccc1CNC(=O)C(=O)NCC1CCCN1S(=O)(=O)c1cc(C)ccc1C (configuration not stated)
→ -2.2%	-5.2%
COc1ccc(-c2cc3nc(-c4ccccc4)cc(N4CCN(C(C)=O)CC4)n3n2)cc1
→ -7.0%	-7.8%
Cc1ccc(N(CC(=O)NC(C)(C)C)C(=O)CCC(=O)Nc2ccccn2)c(C)c1
→ -0.4%	-8.4%
